HepG2 viability – counter-screen for TGF-b inhibitors: cytotoxicity in HepG2 cells. HepG2 CAGA-GFP viability, ATP luminescence, 18 h. Potency, µM (top dose mostly 46.1 µM), for the others: top-dose activity change, negative = cytotoxicity, most hits filed as cytotoxic. 410,000 compounds, 0.76% hits; also: some results filed as inactive show a strong effect at the top dose
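CellTiter-Glo luminescence gave cytotoxicity after 18 hours at 37 degrees C. The cells were HepG2 CAGA-GFP in 1% FBS DMEM, stimulated with 500 pg/mL TGF-beta after compound addition. %Activity was normalised to no-cell wells (complete cell-killing) and DMSO (no toxicity), and curves were fitted and classified.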
EPAC2 antagonist – blocks human EPAC2 exchange factor; Potency, µM (series often up to 114 µM), without a hit: at the highest dose activity, negative = inhibition, actives largely listed as inhibitors; EPAC2 GEF exchange of Rap1B-BODIPY-GDP, fluorescence; 360,000 compounds, 0.18% hits; also: % is scaled to controls: 0 for no effect and ±100 for the full control effect; nearly all actives have a fitted effect of over 45% in size; many of its hits are not listed in these tables
Target sequence (Q8WZA2 whole entry, looked up): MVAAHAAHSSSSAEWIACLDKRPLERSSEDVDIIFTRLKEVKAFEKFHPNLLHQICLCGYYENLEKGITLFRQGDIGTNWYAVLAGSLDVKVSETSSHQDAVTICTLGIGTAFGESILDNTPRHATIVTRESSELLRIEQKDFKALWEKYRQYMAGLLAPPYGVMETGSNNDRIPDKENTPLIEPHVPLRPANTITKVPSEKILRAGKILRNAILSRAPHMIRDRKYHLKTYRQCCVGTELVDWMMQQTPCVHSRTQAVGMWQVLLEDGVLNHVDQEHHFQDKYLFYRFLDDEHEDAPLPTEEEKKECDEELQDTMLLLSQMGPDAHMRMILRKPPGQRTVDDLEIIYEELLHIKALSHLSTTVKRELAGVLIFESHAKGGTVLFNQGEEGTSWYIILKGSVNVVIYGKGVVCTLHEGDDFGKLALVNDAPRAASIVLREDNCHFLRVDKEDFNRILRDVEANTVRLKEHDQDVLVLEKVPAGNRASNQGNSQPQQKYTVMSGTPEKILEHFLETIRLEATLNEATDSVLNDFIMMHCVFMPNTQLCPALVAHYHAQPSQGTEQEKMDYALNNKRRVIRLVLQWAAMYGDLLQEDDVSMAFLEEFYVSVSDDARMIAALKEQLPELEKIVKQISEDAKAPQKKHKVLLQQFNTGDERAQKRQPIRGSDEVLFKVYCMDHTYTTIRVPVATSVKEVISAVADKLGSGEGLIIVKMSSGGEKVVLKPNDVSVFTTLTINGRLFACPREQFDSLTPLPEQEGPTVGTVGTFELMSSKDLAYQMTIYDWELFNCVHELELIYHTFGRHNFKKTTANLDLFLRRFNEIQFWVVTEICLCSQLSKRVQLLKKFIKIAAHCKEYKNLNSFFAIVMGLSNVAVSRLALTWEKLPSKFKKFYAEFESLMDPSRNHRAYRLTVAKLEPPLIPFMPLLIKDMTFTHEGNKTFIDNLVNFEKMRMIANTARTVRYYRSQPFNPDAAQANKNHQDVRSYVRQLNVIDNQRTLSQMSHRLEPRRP
A549 viability – kills or reduces viability of A549 cells in Nrf2 counter-screen | AID 504648 | A549 ARE-Fluc cells, CellTiter-Fluor viability, 18-24 h | Potency, µM (titrated, usually from 46 µM), for inactives: top-dose activity change, negative = cytotoxicity, usual class: inhibitors | 390,000 compounds, 0.16% hits; also: % is scaled to controls: 0 for no effect and ±100 for the full control effect
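Cytotoxicity counterscreen: CellTiter-Fluor fluorescence was measured in A549 ARE_Fluc cells after 18-24 h of compound exposure in a concentration series. The subsequent BugLite luminescent read reports ARE-luciferase activity.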
S2 tox – viability counter-screen for ATXN expression inhibitors; S2 cells (HEK-293 line with an ATXN2-luciferase reporter) viability, CellTiter-Fluor protease fluorescence, 24 h; Potency, µM (series often up to 56.7 µM), most hits filed as cytotoxic; 400,000 compounds, 0.49% hits; also: nearly all actives have a fitted effect of over 40% in size
TGFb SMAD3 inh – inhibitors of TGF-b signaling. 410,000 compounds, 1.2% hits. HepG2 CAGA-GFP TGF-b/SMAD3 reporter, GFP fluorescence, 18 h; TGF-beta stimulated, 500 pg/mL final. Potency, µM (top dose mostly 46.1 µM), without a hit: at the top dose activity, negative = inhibition, usual class: inhibitors; also: % is scaled to controls: 0 for no effect and ±100 for the full control effect; nearly all actives have a fitted effect of over 65% in size
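HEPG2 CAGA-GFP cells (1000/well, DMEM with 1% FBS) were pre-incubated 2 h at 37 degrees C, given compound by pin tool, then stimulated with TGF-beta at 500 pg/mL final for 18 h before per-cell GFP fluorescence imaging.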
ATXN2 expr inh – inhibitors of ATXN2 expression. 360,000 compounds, 0.72% hits. HEK-293 ATXN2-luciferase reporter, luminescence, 24 h. Potency, µM (top dose mostly 57 µM), without a hit: at the highest dose activity change, negative = inhibition, actives largely listed as inhibitors; also: % is scaled to controls: 0 for no effect and ±100 for the full control effect; nearly all actives have a fitted effect of over 55% in size
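qHTS (up to 57 uM final) was run with 24 h compound exposure of reporter cells at 37 °C. Each well was multiplexed: SteadyGlo luminescence measured ATXN2-luciferase expression after a fluorogenic Gly-Phe-AFC viability readout (25 uM final).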
Nrf2 ARE act – activates Nrf2 signaling; Potency, µM (top dose mostly 46.1 µM), for the others: at the top dose activation, hits mostly activators; AREc32 ARE-luciferase reporter (MCF7-derived line), luminescence, 24 h; 410,000 compounds, 0.31% hits; also: % of control where 0% means no effect; nearly all actives have a fitted effect of over 65% in size
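AREc32_Fluc, 1000 cells/well, OPTI-MEM + 5% FBS, o/n 37 deg C 5% CO2; 23 nL cpd by pin tool, 24 hr; Steady-Glo 30 min RT, luminescence.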
MCF10A rerep – inducers of DNA re-replication in MCF 10A breast cells; MCF 10A DNA re-replication, Hoechst nuclear intensity, 48 h; Potency, µM (titrated, usually from 46.1 µM), without a hit: top-dose activity, positive = re-replication, usual class: activators; 350,000 compounds, 2.9% hits; AID 624296; also: % of control where 0% means no effect; nearly all actives have a fitted effect of over 50% in size
Nrf2 block – Nrf2 pathway inhibition. 360,000 compounds, 2.1% hits. A549 ARE-Fluc reporter, luciferase luminescence, 18-24 h. Potency, µM (series often up to 46 µM), for the others: at the highest dose activity change, negative = inhibition, actives largely listed as inhibitors; also: % is scaled to controls: 0 for no effect and ±100 for the full control effect; nearly all actives have a fitted effect of over 60% in size
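A549 ARE_Fluc cells, 5000/well, 5% FBS OPTI-MEM; compounds in dose-response, 18-24 h at 37 °C/5% CO2; CellTiter-Fluor viability read (Ex 405/Em 525), then BugLite luciferase luminescence = Nrf2 activity.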
Starred values were filed as active, the others as inactive; i = inactive; ? = inconclusive; / = no result given; & = joins results of further samples; [ ] = dose if it differs, or a comment. Calls follow the shape of the dose curve; as a rule, active = well fitted curve in the direction sought with a large enough effect; inconclusive = small, poorly fitted or top-dose-only effect, or another doubt; inactive = no such curve, though single readings can be large; an effect the other way counts as inactive or inconclusive. Potency is read from the fitted curve at half-maximal effect. An excerpt; count on the stated rates, not on these rows.

SMILES	HepG2 viability	EPAC2 antagonist	A549 viability	S2 tox	TGFb SMAD3 inh	ATXN2 expr inh	Nrf2 ARE act	MCF10A rerep	Nrf2 block
NC(=O)c1sc2nc3c(cc2c1N)CCCCCC3	30%	-2%	1%	?	48%	44%[activator]	1.7%	12%	22%
COC(=O)Cn1c(O)c(N=NC(=O)CNC(=O)COc2cccc(C)c2)c2ccccc21	6%	-5%	-3%	i	1%	/	6.8%	-2%	10%
Cn1cc([N+](=O)[O-])c(C(=O)NNC(=O)c2ccc([N+](=O)[O-])cc2Cl)n1	14%	3%	-12%	i	2%	0%	-0.8%	0%	-11%
CCOC(=O)c1ccccc1NC(=O)Cn1cnc2c(oc3ccccc32)c1=O	-23%	2%	-2%	i	-2%	23%	0.3%	9%	25%
COc1ccc(S(=O)(=O)Nc2ccc3oc4c(c3c2)CCCC4)cc1	-102%	/	-9%	?	13µM*	?	-0.1%	/	?
O=C(c1ccccc1)c1cccc2ccccc12	-18%	13µM*	-4%	i	4%	6%	-0.5%	0%	4%
Cc1noc(C)c1C(=O)N1CCN(C(=O)c2sc3cc(Cl)ccc3c2Cl)CC1	-11%	6%	1%	i	-1%	1%	-0.3%	-3%	5%
O=C(Nc1ncc2c(n1)-c1ccccc1OC2)c1ccc(Cl)cc1	-20%	2%	-3%	i	-14%	5%	4.8%	2%	-9%
O=C(NNC(=O)C1CCN(Cc2cccc(F)c2)CC1)c1cccc(Cl)c1	-3%	-7%	8%	i	1%	?	2.2%	0%	/
O=C(CSc1nc2ncc(Cl)cc2[nH]1)NCC(=O)Nc1ccc(F)c(F)c1F	-1%	-6%	3%	i	1%	3%	1.9%	-2%	-5%

Fetched one by one from the entries so far:
SMILES	HepG2 viability	EPAC2 antagonist	A549 viability	S2 tox	TGFb SMAD3 inh	ATXN2 expr inh	Nrf2 ARE act	MCF10A rerep	Nrf2 block
NC(=O)c1sc2nc3c(cc2c1N)CCCCCC3	30%	-2%	1%	?	48%	44%[activator]	1.7%	12%	22%
COC(=O)Cn1c(O)c(N=NC(=O)CNC(=O)COc2cccc(C)c2)c2ccccc21	6%	-5%	-3%	i	1%	/	6.8%	-2%	10%
Cc1noc(C)c1C(=O)N1CCN(C(=O)c2sc3cc(Cl)ccc3c2Cl)CC1	-11%	6%	1%	i	-1%	1%	-0.3%	-3%	5%
O=C(NNC(=O)C1CCN(Cc2cccc(F)c2)CC1)c1cccc(Cl)c1	-3%	-7%	8%	i	1%	?	2.2%	0%	/
O=C(CSc1nc2ncc(Cl)cc2[nH]1)NCC(=O)Nc1ccc(F)c(F)c1F	-1%	-6%	3%	i	1%	3%	1.9%	-2%	-5%

(list continues)
SMILES	HepG2 viability	EPAC2 antagonist	A549 viability	S2 tox	TGFb SMAD3 inh	ATXN2 expr inh	Nrf2 ARE act	MCF10A rerep	Nrf2 block
CCOc1ccc(S(=O)(=O)N2CCc3cc(OC)c(OC)cc3C2)cc1	-3%	-9%	1%	i	-23%	2%	2.6%	-46%[inhibitor]	-15%
O=C(NC1CC(=O)N(c2ccc(F)cc2)C1)C1CCCCC1 (centres undefined)	4%	/	-5%	/	7%	/	-0.6%	/	/
COc1ccccc1C(=O)NNC(=O)c1ccccc1Br	-15%	6%	1%	i	-4%	17%	17%	3%	12%
COc1ccc(OC)c(C(O)c2ncc(-c3cccc4ccccc34)[nH]2)c1 (centres undefined)	-22%	11%	/	i	-19%	-15%	2.5%	/	/
COc1ccc2cc3cc(C(=O)NCc4cccnc4)oc3nc2c1	3%	13%	9%	i	?	36%[activator]	6.0%	?	-12%
COc1ccc2c(c1)cc1n2CCN=C1NN	-23%	11%	11%	i	0%	-2%	3.5%	0%	12%
CC(O)(c1ccncc1)c1nc(-c2cccc(C(F)(F)F)c2)cs1 (centres undefined)	-23%	-1%	/	i	6%	-11%	5.3%	/	/
COc1ccc(C)cc1-n1c(-c2ccc(C)cc2)cc2c1CC(C)(C)CC2=O	8%	/	0%	i	-21%	4%	-0.1%	/	?
O=C(NCc1ccccc1)c1ccc(COCC(F)(F)F)o1	3%	10%	-1%	i	11%	5%	0.5%	1%	4%
CC1=NS(=O)(=O)c2cc(Cl)ccc2N1	-7%	4%	-1%	i	34%	0%&2%	-1.3%	10%	11%
CN1CCC(N(C)C(=O)/C(C#N)=C/c2ccccc2)CC1	-8%	3%	-7%	i	0%	7%	-1.9%	-2%	0%
CCNc1nc(NC(C)C)nc(Oc2ccc(=O)n(C)n2)n1	6%	8%	1%	i	-8%	-17%	0.1%	-4%	2%
O=c1cc(NCc2ccco2)c2ccccc2o1	3%	-4%	-3%	i	-6%	7%	13µM*	17%	-17%
COc1ccc(NC(=O)N2CCCCCC2)cc1OC	4%	1%	-4%	i	-1%	6%	0.1%	2%	10%
CCOC(=O)[C@]12CCCC=C1N(Cc1ccc3c(c1)OCO3)C(=O)[C@H](CC(=O)N1CCSCC1)C2	/	-15%	/	i	/	14%	-0.7%	/	/
CCOC(=O)C1CCN(CC(=O)Nc2cc(S(=O)(=O)N3CCCCC3)ccc2Cl)CC1	2%	-5%	-8%	i	-2%	-24%	2.0%	18%	?
Cc1nnc(NC(=O)c2ccccc2-c2ccccc2C(=O)O)s1	11%	1%	2%	i	3%	2%	-0.6%	-16%	5%
CCc1nn2c(=O)c(S(=O)(=O)Nc3ccc(Cl)cc3)c(C)nc2s1	27%&-21%	-7%	-5%&7%	i	18%&-5%	-11%	-0.6%&-1.1%	0%	3%&9%
CCN(CC)CCCNC(=O)c1ccc2c(c1)NC(=O)C(CS(=O)(=O)Cc1cccc(Br)c1)N2 (centres undefined)	-3%	/	-1%	/	0%	/	2.0%	/	/
CCCCCN(C(=O)CCC(=O)OCC(=O)NC1CCC(C)CC1)c1c(N)n(CCCC)c(=O)[nH]c1=O (centres undefined)	-9%	-13%	11%	i	0%	12%	5.0%	7%	0%
Nc1nc(SCC(=O)NC2CCCc3ccccc32)n[nH]1 (centres undefined)	14%	5%	0%	i	-10%	-3%	0.1%	-5%	5%
O=C(c1ccc(COc2ccccc2[N+](=O)[O-])o1)N1CCCCCC1	-4%	-5%	-3%	i	-18%	41%[activator]	12%	2%	/
CC(=O)Nc1ccc(-c2ccnc3c2CC(C)(C(=O)NCCC(F)(F)F)O3)cc1 (centres undefined)	0%	1%	/	i	4%	1%	0.0%	/	/
Cn1nc(C(F)(F)F)c(C(=O)Nc2cccc(Cl)c2)c1Cl	0%	-9%	/	i	0%	-13%	-0.5%	4%	-1%
CCOC(=O)COc1ccc2c(=O)c(-c3ccccc3)coc2c1	3%	3%	-1%	i	21%	-4%	-1.2%	1%	3%
O=C(/C=C/c1cccc(Cl)c1)NCCCN1CCOCC1	-13%	-5%	2%	i	0%	-8%	-0.5%	-39%[inhibitor]	4%
COC(=O)CN=C1OC(=O)N2C(=O)C3=C4[C@@H](C[C@H]5C(=O)N(c6ccccc6)C(=O)[C@H]5[C@H]4[C@@]12Cc1ccccc1)[C@H]1C(=O)N(c2ccccc2)C(=O)[C@H]1[C@H]3C	-19%	11%	-13%	i	-4%	4%	-0.8%	5%	4%
C=CCn1c(O)c(C(CC)=NCc2cccnc2)c(=O)[nH]c1=O	-26%	-2%	7%	i	25%	13%	2.7%	6%	6%
Cc1ccc2c(c1)c(CC(=O)Nc1ccc(F)cc1)c(C(=O)O)n2C	-13%	23%	0%	i	-2%	2%	-0.2%	?	2%
CCN1CCN(C(=O)CCc2nnc(CCc3c[nH]c4ccccc34)o2)[C@@H](C)C1=O	5%	3%	-1%	i	5%	14%	-0.6%	2%	17%
COc1ccc(CN2C(=O)c3cccc4cccc(c34)C2c2nc3ccccc3[nH]2)cc1 (centres undefined)	/	9%	/	i	/	3%	12%	/	/
Cn1cnc([N+](=O)[O-])c1Sc1ncccc1N	4%	14%	-11%	i	-7%	14%	-0.1%	4%	?
CS(=O)(=O)N1CCCC(C(=O)N2CCN(c3cccc(Cl)c3)CC2)C1 (centres undefined)	8%	-1%	0%	i	21%	-12%	-0.5%	1%	-11%
S=C1NCCOCCOCCOCCOCCNC(=S)N2CCOCCOCCN1CCOCC2	0%	1%	-3%	i	0%	-12%	-0.1%	-2%	-6%
CCOc1ccc(CCNC(=O)c2ccc3c(c2)sc2nc(-c4ccc(F)cc4)cn23)cc1OCC	-21%	/	1%	/	-29%	/	3.1%	/	0%
NC(=O)COc1ccc2c3c(c(=O)oc2c1)CCCCC3	-9%	10%	-13%	i	10%	16%	-0.3%	5%	8%
CC(c1nc2ccccc2n1Cc1ccccc1)N1CCCCC1 (centres undefined)	-7%	-12%	4%	i	-24%	-17%	0.8%	?	6%
CCC(C)c1ccc(NC(=O)c2[nH]c(C)c(C(C)=O)c2C)cc1 (centres undefined)	-8%	-19%	-13%	i	-14%	53%[activator]	2.8%	?	?
Cc1c(C2CC(=O)N(c3ccccc3)C2=O)[nH]n(-c2ccccc2)c1=O (centres undefined)	9%	3%	-7%	i	-6%	9%	5.6%	-7%	4%
CCOc1ccc(N(CC(=O)N2CCCC2)S(=O)(=O)c2ccc(Cl)cc2)cc1	-7%	-16%	8%	i	-2%	-9%	1.6%	10%	-3%
CN(C)C(=O)c1ccc(-n2cnc3ccccc3c2=O)cc1	6%	5%	0%	i	-1%	21%	0.3%	-2%	-5%
CN(C)/C=N/c1cnc(C(=O)c2ccc(Cl)cc2)n1C	-21%	-2%	-20%	i	3%	40%[activator]	0.0%	4%	?
CN(C)Cc1nc2c(c(=O)[nH]1)C1(CCCCC1)Cc1ccccc1-2	-17%	5%	6%	i	-2%	-36%	-0.5%	?	4%
Clc1ccc2nc(NCc3ccccc3)c3nncn3c2c1	6%	/	-6%	/	/	/	-0.6%	/	14%
O=C(O)[C@@H]1CCCN1C(=O)COc1ccc2c3c(c(=O)oc2c1)CCC3	-16%	5%	9%	i	3%	-5%	-0.1%	-5%	?
C=CCNc1nc(C(F)(F)F)nc2c1nnn2Cc1ccccc1Cl	-28%	-17%	13%	i	3%	-2%	-0.1%	-1%	10%
CCOC1OC(=O)C(Cl)=C1Nc1ccc(C)cc1C (centres undefined)	2%	-5%	1%	i	3%	10%	1.3%	11%	1%

Source: PubChem
